Myeloid diff MLP: induction of myeloid progenitor differentiation, primary screen, cell-based, flow cytometry, MLPCN library. calls only at 10 µM. ER-HoxA9 myeloid progenitors, lysozyme-GFP differentiation. hit rate 1% among 360,000;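 active = normalized GFP-positive differentiation at or above the plate's own cutoff, the solvent-only control mean plus 3 SD; inconclusive = no clear call, values can overlap the other calls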;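 note: cells exposed to compound for four days before flow analysis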
NOD2 inhibition: NOD2 signaling inhibitors, cell-based, luminescence, uHTS, HEK293 (AID 1566); HEK293 NOD2/NF-kB luciferase reporter, luminescence; higher % means a stronger effect; inhibition, % at 4 µM, or EC50 in µM where a hit was titrated; hit rate 0.63% among 290,000; note: many of its hits are not listed in these tables
XIAP antagonists: XIAP antagonists, biochemical, IAP family, fluorescence polarization (AID 1018); E3 ubiquitin-protein ligase XIAP (Homo sapiens); XIAP BIR domain, fluorescence polarization peptide displacement; higher % means a stronger effect; displacement, % at 20 µM, or IC50 in µM where a hit was titrated; hit rate 0.007% among 200,000; in the data active = displacement above about 50%; note: a part of the inactive calls stands beside numbers as strong as those of hits
LYP inhibition: inhibitors of LYP phosphatase, biochemical, fluorescence intensity, uHTS (AID 1779); Tyrosine-protein phosphatase non-receptor type 22 (Homo sapiens); recombinant LYP phosphatase, fluorescence intensity; higher % means a stronger effect; inhibition, % at 11.5 µM, or IC50 in µM where a hit was titrated; hit rate 0.054% among 290,000;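 note: plate controls were vehicle with enzyme for no effect and no enzyme for full effect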
AID2073: inhibitors of Mint1-CaV2.2 protein interaction, biochemical, HTRF (AID 2073) | inhibition, % at 20 µM; hits with a dose series show IC50 in µM | HTRF protein-protein interaction, Mint1-CaV2.2; higher % means a stronger effect | hit rate 0.19% among 290,000; in the data active = inhibition mostly above about 51%, no sharp cut-off; inconclusive = no clear call, values can overlap the other calls; inactive = mostly below about 53%; note: some results filed as inactive read as strong as hits
HIV peptide binding: inhibitors of HIV fusion peptide binding, primary screen, biochemical, uHTS, fluorescence dequenching (AID 1986); hit rate 0.3% among 290,000; cell-free peptide binding, fluorescence dequenching, 30 min; higher % means a stronger effect; inhibition, % at 20 µM, or IC50 in µM where a hit was titrated; in the data active = inhibition mostly above about 52%, no sharp cut-off; inactive = mostly below about 76%; note: some results filed as inactive read as strong as hits
Siah-1 displacement: Siah-1 peptide-binding antagonists, primary screen, biochemical, fluorescence polarization, rhodamine-plectin, uHTS (AID 1817). E3 ubiquitin-protein ligase SIAH1 (Homo sapiens). hit rate 0.02% among 290,000. one-dose displacement, % at 20 µM; IC50 in µM for titrated hits. Siah-1 / rhodamine-plectin peptide fluorescence polarization; higher % means a stronger effect;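 active = displacement of at least 50% at 20 µM, with a fluorescence ratio check between 0.3 and a set limit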;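 note: plate controls were Siah plus tracer with DMSO for no effect and tracer alone without Siah for full effect; strong numbers were not always called active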
NS5 inhibitors: Dengue-2 NS5 methyltransferase inhibitors, primary screen, biochemical, confirmation dose response (AID 588689). Dengue-2 NS5 methyltransferase capping enzyme assay, biochemical; higher % means a stronger effect. Genome polyprotein (Dengue virus type 2 (strain 16681-PDK53)). hit rate 0.3% among 340,000. inhibition, % at 25 µM, or IC50 in µM where a hit was titrated; in the data active = a potency from the dose series; inconclusive = inhibition above about 29% without an active follow-up result
Lipid droplet: inhibitors of hepatocyte lipid droplet formation, primary screen, imaging, high-throughput imaging, BODIPY stain | inhibition, % at 6.5 µM | hit rate 0.4% among 240,000 | AML12 mouse hepatocytes, oleate lipid droplets;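 active = lipid droplet intensity inhibited by at least 50%, with more than 500 cells counted; inconclusive = wells with under 300 cells, treated as cytotoxic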
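Technique: fluorescence imaging, 20x objective, two fields per well / Assay system: AML12 hepatocytes (mouse) / Measure: % inhibition of lipid droplet signal / Doses: 6.5 µM single-point dosing / Incubation: overnight exposure / Reagent: 100 µM oleic acid challenge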
Lipid droplet cells 6.5 µM: also measured in Lipid droplet; calls as there; cell count; measured here: cell count, cytotoxicity flag;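 cells counted across two imaged fields per well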
Myeloid diff MLP GFP+ MAC1+ %: recorded beside Myeloid diff MLP, whose call it bears; GFP+ MAC1+ double positive, %; measured here: differentiation confirmed by MAC1 staining
Starred values were filed as active, the others as inactive; i = inactive; ? = inconclusive; / = not tested or not shown. Cut-off read from the data, not from the text of the source, unless noted: active = inhibition above about 50%; inactive = the rest. Some of the compounds tested; the hit share may differ from the screen's.

SMILES | Myeloid diff MLP | Myeloid diff MLP GFP+ MAC1+ % | NOD2 inhibition | XIAP antagonists | LYP inhibition | AID2073 | HIV peptide binding | Siah-1 displacement | NS5 inhibitors | Lipid droplet | Lipid droplet cells 6.5 µM
CCc1ccc(OCC(=O)Nc2ccc(N3CCN(C(=O)c4ccccc4)CC3)cc2)cc1 | i | 0.6 | 8% | / | -4% | 2% | 16% | 5% | -6% | 1 | 690
COc1ccc(-c2[nH]ncc2/C=C(/C#N)C(=O)NC2CCCCC2)cc1 | i | 1.7 | 6% | -5.0% | -2% | 7% | -0.4% | -3% | -3% | -4 | 761
CC1(C(=O)O)CCC(C(=O)Nc2ccc(OC(F)(F)Cl)cc2)C1(C)C (configuration not stated) | i | 0.2 | -13% | / | -6% | 5% | 0.5% | 0% | -4% | -23 | 802
CN(C)/C=N/NC(=O)c1ccc(Cl)cc1 | i | 1.8 | 6% | -3.5% | -4% | -8% | -3.1% | 3% | / | 34 | 668
CSc1ccc(-c2nc(CSCC(=O)N3CCOCC3)c(C)o2)cc1 | i | 1.9 | -3% | -1.5% | 2% | -3% | -0.9% | 2% | -1% | / | /
CCc1ccccc1NC(=O)CSc1ncn[nH]1 | i | 4.1 | -2% | -2.1% | -1% | 3% | -1.1% | -1% | -4% | 3 | 660
COC(=O)Nc1ccc([N+](=O)[O-])cc1OC | i | 0.6 | 22% | -2.4% | -1% | 10% | -0.1% | 2% | 7% | 7 | 652
CCCCCn1c2nc3ccccc3nc2c2c(=O)n(CC3CCCO3)c(C)nc21 (configuration not stated) | / | / | -1% | -3.5% | 11% | 10% | 1.5% | 1% | / | / | /
CCOC(=O)Cn1cc(C(=O)C2CC2)c2ccccc21 | i | 1.0 | 8% | -4.3% | -4% | -1% | -1.5% | 4% | -16% | / | /
CC(C)SCC(=O)Nc1ncc2c(n1)-c1ccccc1CC2 | i | 0.1 | 18% | -1.4% | -1% | -11% | 11% | 20% | 7% | / | /
CC1(C)Cc2c(sc3nc4n(c(=N)c23)CCC4)CO1 | i | 2.8 | 1% | -0.9% | -3% | -4% | -0.8% | -1% | -3% | -3 | 717
CCN1CCN(c2nc(-c3ccccc3)nc3ccccc23)CC1 | i | 0.5 | -17% | -3.7% | 3% | -1% | -0.1% | -4% | 1% | 16 | 681
O=C1CC2(CCCC2)C(=O)N1c1ccc(S(=O)(=O)NCC2CC2)cc1Cl | i | 1.0 | 14% | / | -4% | 5% | -0.1% | -4% | -1% | 12 | 750
COC(=O)c1ccc(OCC(O)CN(CC(C)C)CC(C)C)cc1 (configuration not stated) | i | 0.4 | -1% | 3.2% | 3% | -5% | -1.2% | 0% | -7% | / | /
O=S(=O)(Nc1ncccn1)c1ccc(NC(=S)Nc2ccccc2)cc1 | i | 3.6 | -9% | / | -8% | -10% | -0.7% | -4% | -1% | -2 | 691
CCC(=O)Nc1nc2ccccc2n1CCN(CC)CC | i | 9.9 | 13% | -1.8% | -1% | -7% | 2.3% | 4% | -4% | 0 | 691
CC(/C=C/C=C/c1ccccc1)=N/NC(=O)CNc1ccc(C)cc1 | i | 11 | -11% | -1.9% | 4% | -7% | -3.3% | -2% | -5% | / | /
Cc1ccc(Cl)cc1NC(=O)C[n+]1ccc(Cc2ccc([N+](=O)[O-])cc2)cc1 | i | 0.9 | -4% | -9.4% | -2% | 13% | -2.2% | -6% | -9% | 3 | 744
CCCC(C)c1nc(C(N)=O)c2[nH]c(=O)n(-c3ccc(OC)c(OC)c3)c2n1 (configuration not stated) | i | 0.0 | 14% | / | -4% | 11% | 0.0% | 1% | -1% | -1 | 732
CS(=O)(=O)N1CCN(c2ccc(C(=O)NC34CC5CC(CC(C5)C3)C4)cc2[N+](=O)[O-])CC1 | i | 0.5 | 18% | -2.4% | 5% | -6% | -1.9% | 0% | -5% | 2 | 598
CCc1cc2c(=O)oc(-c3ccccc3F)nc2s1 | i | 0.7 | -1% | / | -11% | 8% | -0.7% | -11% | 0% | 1 | 799
NC(=O)CNC(=O)C1CCN(S(=O)(=O)c2ccc(-n3cnnn3)cc2)CC1 | i | 1.0 | -3% | / | -5% | 8% | 0.2% | 4% | 1% | 13 | 789
CCOc1ccc(Br)cc1CNCCN1CCOCC1 | i | 0.6 | 9% | -4.0% | -6% | -2% | 1.1% | -3% | -7% | -1 | 693
COC(C(=O)NNS(=O)(=O)c1ccccc1[N+](=O)[O-])c1ccccc1 (configuration not stated) | i | 1.3 | 9% | / | -2% | 3% | 0.4% | 12% | 3% | 2 | 786
CCc1nc2scc(-c3ccccc3)c2c(=O)n1N | i | 1.0 | 11% | 2.6% | -2% | -8% | 0.5% | -2% | 4% | -1 | 715
CC(C)(C)NC(=O)c1cccc(NC(=O)CSc2ccccc2)c1 | i | 0.7 | -9% | -3.7% | -4% | -5% | -1.0% | 3% | -12% | / | /
Cc1ccccc1NC(=S)N/N=C/C(C)c1ccccc1 (configuration not stated) | i | 0.7 | -4% | -6.8% | 2% | -1% | -2.2% | 2% | 9% | -24 | 645
COc1ccc(CNC(=S)Nc2ccc(-c3ccccc3)cc2)cc1 | i | 0.1 | -39% | -8.7% | -1% | 5% | -0.8% | 0% | -3% | -24 | 731
Cc1cc(NC(=O)c2cccc(S(=O)(=O)Nc3cccc(C(=O)O)c3)c2)no1 | i | 0.6 | -4% | / | -6% | 22% | 0.5% | -4% | -5% | -12 | 804
O/N=C(\c1ccc(Cl)cc1)c1cc2ccccc2o1 | i | 9.0 | -9% | 42% | -1% | 4% | 3.1% | -5% | -3% | -13 | 776

Ordered by heavy-atom count (smallest number first): four of the compounds above
SMILES | Myeloid diff MLP | Myeloid diff MLP GFP+ MAC1+ % | NOD2 inhibition | XIAP antagonists | LYP inhibition | AID2073 | HIV peptide binding | Siah-1 displacement | NS5 inhibitors | Lipid droplet | Lipid droplet cells 6.5 µM
O/N=C(\c1ccc(Cl)cc1)c1cc2ccccc2o1 | i | 9.0 | -9% | 42% | -1% | 4% | 3.1% | -5% | -3% | -13 | 776
Cc1ccccc1NC(=S)N/N=C/C(C)c1ccccc1 (configuration not stated) | i | 0.7 | -4% | -6.8% | 2% | -1% | -2.2% | 2% | 9% | -24 | 645
COc1ccc(CNC(=S)Nc2ccc(-c3ccccc3)cc2)cc1 | i | 0.1 | -39% | -8.7% | -1% | 5% | -0.8% | 0% | -3% | -24 | 731
Cc1cc(NC(=O)c2cccc(S(=O)(=O)Nc3cccc(C(=O)O)c3)c2)no1 | i | 0.6 | -4% | / | -6% | 22% | 0.5% | -4% | -5% | -12 | 804

Next entries:
SMILES | Myeloid diff MLP | Myeloid diff MLP GFP+ MAC1+ % | NOD2 inhibition | XIAP antagonists | LYP inhibition | AID2073 | HIV peptide binding | Siah-1 displacement | NS5 inhibitors | Lipid droplet | Lipid droplet cells 6.5 µM
CCCc1c(C(=O)N/N=C/c2ccco2)nnn1-c1nonc1N | i | 1.2 | 24% | / | 0% | -4% | 2.9% | 0% | -4% | -19 | 693
O=C(c1cc(-c2ccc(Cl)cc2)on1)N1CCc2ccccc2C1 | i | 3.6 | -20% | / | -7% | -5% | -0.9% | 0% | 2% | -4 | 763
COc1ccc(C)cc1S(=O)(=O)N1CCN(C(=O)c2ncoc2-c2ccccc2C)CC1 | i | 1.0 | 36% | / | -5% | 6% | -0.8% | 1% | -4% | -10 | 841
C/C(=N\n1c(C)cc(C)c(C#N)c1=O)c1cccs1 | i | 6.8 | 22% | -6.1% | -2% | 5% | -2.9% | 4% | 2% | / | /
O=C(O)CCCCCNCc1ccncc1 | i | 3.8 | 18% | -3.4% | -3% | -10% | 9.6% | 4% | -2% | / | /
CC(=O)Nc1ccc(-c2csc(N/N=C(/C)c3ccccc3)n2)cc1 | i | 0.8 | -13% | / | 2% | 38% | -0.6% | 1% | -12% | -12 | 734
COc1ccc(OCC(=O)Nc2ccc3c(c2)nc(CCN2CCCCC2)n3C)cc1 | i | 4.8 | 11% | / | -3% | 7% | -1.3% | -1% | -12% | -20 | 744
CCc1ccc2nc(Nc3ncc(C(C)=O)c(C)n3)nc(C)c2c1 | i | 0.2 | -23% | / | -6% | 7% | -0.1% | -6% | -7% | -12 | 656
COc1ccc(S(=O)(=O)NCCc2csc(C)n2)cc1C | i | 1.0 | 3% | 4.5% | 0% | -2% | 1.3% | -2% | -3% | / | /
CC(C)n1cc(C(=O)N2CCCC(Nc3ccc(F)c(F)c3)C2)cn1 (configuration not stated) | ? | / | -17% | / | -10% | -5% | 0.7% | 8% | -10% | 7 | 724
COCCNC(=O)c1cccc(OC2CCN(Cc3ccc(Cl)c(F)c3)CC2)c1 | i | 0.6 | 10% | / | -10% | 4% | 0.5% | 6% | -12% | -16 | 783
COc1cc(S(=O)(=O)N(Cc2ccccn2)Cc2ccco2)ccc1-n1cnnn1 | i | 1.4 | -1% | -2.6% | -6% | 1% | 0.6% | -6% | -1% | -11 | 736
CCOc1ccc(Cc2nc(C)c(CC(=O)N3CCCCC3)c(=O)[nH]2)cc1 | i | 0.2 | 2% | 0.7% | -10% | 2% | -1.1% | 7% | -1% | / | /
O=C1C2C3C=CC(CC3)C2C(=O)N1/N=C/c1c(O)ccc2ccccc12 (configuration not stated) | i | 0.3 | 15% | -8.7% | -1% | 14% | -2.5% | -4% | -5% | 3 | 722
CC(=O)NC(=O)c1cnn(-c2ccccc2)c1N | i | 1.4 | -19% | / | -7% | 1% | 2.4% | 5% | -4% | / | /
COc1ccccc1C(=O)NC(C)c1ccccc1 (configuration not stated) | i | 1.1 | 3% | -3.3% | -14% | 2% | 3.5% | 4% | -6% | 0 | 752
CCOC(=O)c1sc(NC(=O)Nc2ccccc2)cc1C | i | 0.4 | -161% | -4.1% | 0% | 1% | -3.6% | -12% | -2% | -4 | 557
O=C(C1CCN(S(=O)(=O)c2cccc3nonc23)CC1)N1CCCCC1 | i | 0.1 | 4% | / | -11% | 10% | -0.2% | -3% | -6% | -17 | 811
CCc1cccc(CC)c1NC(=O)COC(=O)c1ccc(F)c(S(=O)(=O)N(CC)CC)c1 | i | 1.1 | 3% | -2.9% | 0% | -2% | 0.6% | -5% | 0% | -8 | 715
Cc1cccc(C)c1Nc1nnc(SCC(=O)NC2CCS(=O)(=O)C2)s1 (configuration not stated) | i | 0.7 | 9% | -8.4% | -3% | -12% | -2.6% | -3% | -7% | -7 | 632
COc1ccccc1OCCn1cc(/C=C(\C#N)C(=O)NCc2cccs2)c2ccccc21 | i | 0.3 | 17% | -3.2% | 1% | 26% | 3.3% | 0% | -3% | -48 | 604
Cc1ccc2oc(-c3ccccc3)nc2c1 | i | 1.0 | -41% | -1.2% | -6% | -3% | 0.0% | 0% | -2% | 10 | 761
CC12C(=O)N(c3cccc4cccnc34)C(=O)C1C1C=CC2C1 (configuration not stated) | i | 1.1 | 2% | -5.3% | -9% | 0% | -0.1% | 0% | -1% | / | /
